# Tb PYK inh: qHTS of Trypanosoma Brucei Inhibitors; Potency, µM (top dose mostly 76.8 µM), for the others: at the highest dose activity, negative = inhibition, hits mostly inhibitors; pyruvate kinase (Trypanosoma brucei), Q57TT1; TbPYK enzyme, Kinase-Glo Plus ATP luminescence, 45 min; 410,000 compounds, 0.12% hits; active = well fitted inhibition curve with a large enough effect; also: nearly all actives have a fitted effect of over 50% in size
#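 Readout: single end-point luminescence (Kinase-Glo Plus, 10 min). Reaction conditions were TbPYK/substrate plus 130 uM ADP, 45 min at RT, pH 7.2 TEA buffer. No-enzyme wells served as controls, and data were normalized before concentration-response fitting.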
# Active calls of the source: *; [ ] = another dose, or the depositor's remark. % is scaled to controls: 0 for no effect and ±100 for the full control effect; potency is read from the fitted curve at half-maximal effect. These rows are one share of the data; count on the stated rates, not on these rows.
SMILES,Tb PYK inh
COc1ccccc1-c1cc2nc(C)c(CCC(=O)O)c(C)n2n1,-9%
Cc1noc(C)c1NC(=O)N(C)C[C@H]1OCCCC[C@@H](C)Oc2ccc(NC(=O)Nc3ccc(F)cc3)cc2C(=O)N([C@@H](C)CO)C[C@H]1C,-9%
CCOc1ccc(CC(=O)NCCc2csc(-c3ccc(Cl)cc3)n2)cc1,-5%
COc1ccc(Br)cc1C=NNS(=O)(=O)c1ccc(C)cc1,1%
Oc1ccccc1Nc1nc(-c2ccccc2)c2cc(Cl)ccc2n1,0%
CCCCOc1ccc(C(=O)Nc2ccc3oc(-c4cccnc4)nc3c2)cc1,1%
CCCCNC(=O)C1(C)CCC(=O)N1CCc1c[nH]c2ccccc12 (stereo unspecified),-2%
CCOC(=O)c1cccc(NC(=O)Nc2c(C)n(C)n(-c3ccccc3)c2=O)c1,4%
CCCn1ccc2c(OCC(=O)NCc3ccc(F)cc3)cccc2c1=O,1%
Cc1ccc(S(=O)(=O)c2nnn3c2nc(N2CCN(c4ccccc4F)CC2)c2ccccc23)cc1C,5%[15.4 µM]
Cc1cccc(N2CCn3c2nc2c3c(=O)n(C/C=C/c3ccccc3)c(=O)n2C)c1,2%
COc1ccc(OC)c(NC(=O)CSc2c3c(nc4ccccc24)CCCC3)c1,-11%
CCOc1ccc(-n2c(=O)c3c(C)c(C(=O)N(C)C)sc3n(Cc3cc(C)ccc3C)c2=O)cc1,1%
COc1ccccc1-c1c(C)nn2c(N3CCN(c4ccc(F)cc4)CC3)cc(C)nc12,2%
CC1(C)Cc2cccc(OC(=O)NCCc3ccc(F)cc3)c2O1,-2%
CC1(C(=O)Nc2ccc(Cl)c(Cl)c2)CCN1C(=O)C1CCCCC1 (stereo unspecified),0%
CCSc1ncc(Cl)c(C(=O)Nc2c(C(=O)Nc3cccc(C)c3)oc3ccccc23)n1,4%
CCOC(=O)c1ccccc1NC(=O)CSc1c(C)cnc2c1c(=O)n(C)c(=O)n2C,-13%
COC(=O)c1nnn(-c2cccc(C)c2)c1C(=O)OC,3%
CCCCCc1ccc(-c2ccc(Br)cc2)nc1,14%
CCC(C)n1c(SCc2ccc(F)cc2Cl)nc2ccsc2c1=O (stereo unspecified),6%
CCCS(=O)(=O)NC(=O)C1(C)CCN(C(=O)c2cccc(C(F)(F)F)c2)C1 (stereo unspecified),3%
COc1ccc(-c2cn3nc(N4CCC(C(=O)Nc5cc(Cl)ccc5C)CC4)sc3n2)cc1,-3%[15.4 µM]
CCCN(C(=O)Cc1c(C(=O)O)[nH]c2ccc(Cl)cc12)c1ccc(OCC)cc1,1%
C[C@@H]1CN([C@H](C)CO)S(=O)(=O)c2ccc(C#Cc3ccccc3F)cc2O[C@@H]1CN(C)C(=O)Cc1ccccc1,-3%
# Next part.
SMILES,Tb PYK inh
Cc1ccc(-c2nnc(C3CCN(S(=O)(=O)c4ccc(C)c(C)c4)CC3)o2)cc1,-25%
CC1CCN(S(=O)(=O)c2ccc3c(c2)CCN3C(=O)Nc2cccc(Br)c2)CC1,3%
CCN(CC)c1nn2c(=O)c(C(=O)NCc3ccc(N(C)C)cc3)cnc2s1,1%
O=C1CC(c2nnc(Cc3ccc(Cl)cc3)o2)CN1c1ccccc1 (stereo unspecified),-8%
N#Cc1c(N)[nH]c(C(=O)c2ccccc2)c1-c1ccc(Cl)cc1,4%
Cc1ccc(CNc2cc(C)nc3nc(-c4ccc(C)cc4)nn23)cc1,1%
COc1ccc(CCNC(=O)CCc2c(C)nc3cc(-c4ccccc4)nn3c2C)cc1OC,-7%
O=C(COC(=O)Cc1ccc(Cl)cc1Cl)NCc1ccccc1,-6%
Cc1ccnc(NC(=O)c2c(C)oc3ncn(CC(C)C)c(=O)c23)c1,-1%
Cc1ccc(C(=O)N2CCN(CCc3ccncc3)CC2)cc1,-3%
C[C@@H]1CN([C@H](C)CO)C(=O)CCCn2nncc2CO[C@H]1CN(C)C(=O)Nc1ccc(N2CCN(C)CC2)cc1,-3%
CCN(CC)CCCNC(=O)c1nn(C)c2c1CS(=O)(=O)c1ccccc1-2,1%
COc1ccc(CNC(=O)c2sc3nc4n(c(=O)c3c2C)CCCC4)cc1,-5%
Cc1cccc(Cn2c(SCc3ccc(C(=O)NCc4cccs4)cc3)nc3ccncc32)c1,-9%
COc1ccc(C)cc1NS(=O)(=O)c1cc(Br)cc2c1N(C(C)=O)C(C)C2 (stereo unspecified),-5%
O=C(CSc1nc(-c2ccccc2)nc2c1Cc1ccccc1O2)N1CCCCC1,5%
COc1cccc(CN(C(=O)c2cccc(C)c2)C2CCS(=O)(=O)C2)c1 (stereo unspecified),1%
O=C(c1ccco1)N1CCC2(CCN(Cc3cc(C(F)(F)F)cc(C(F)(F)F)c3)CC2)CC1,7%
O=C(Cn1c(=O)n(Cc2ccc(Cl)cc2)c(=O)c2cccnc21)Nc1ccccc1C(F)(F)F,2%
O=C(COC(=O)COc1ccc(Cl)cc1Br)NC1CCCC1,2%
Cc1ccc(NC(=O)C2CCC(CNS(=O)(=O)c3ccc4c(c3)CCCC(=O)N4)CC2)c(C)c1 (stereo unspecified),-1%
C[C@@H]1CCCCO[C@@H](CN(C)Cc2ccc3c(c2)OCO3)[C@@H](C)CN([C@H](C)CO)C(=O)c2cc(N(C)C)ccc2O1,-19%
CCN(c1ccccc1)S(=O)(=O)c1cc(-c2onc(C)c2C)ccc1OC,-10%
COC(=O)[C@@H]1N=C(c2ccc(OC)cc2)O[C@]12C(=O)N(Cc1ccc(OC)cc1)c1ccccc12,6%
Cc1cccn2c(=O)c(/C=C(\C#N)c3nc4ccccc4n3C)c(Oc3ccc(Br)cc3)nc12,-3%
# Other compounds
SMILES,Tb PYK inh
CCOC(=O)C1CCCN(c2c(C(=O)c3ccccc3)cnc3ccc(F)cc23)C1 (stereo unspecified),-6%
Cc1c(Cl)cccc1Nc1nn2c(=O)c3ccccc3nc2s1,1%
O=C(NCc1cccc(Cl)c1)c1cccn1-c1nnc(N2CCCC2)s1,3%[15.4 µM]
COc1ccc(NC(=O)c2nnn(CC(=O)Nc3cccc(C)c3C)c2N)c(OC)c1,3%
Cc1ccc(S(=O)(=O)N(CC(=O)Nc2ccc3c(c2)OCO3)c2cc(Cl)cc(Cl)c2)cc1,1%
Cc1nc2c(-c3ccccc3)c(C)nn2c(C)c1CCC(=O)NCc1ccc(F)cc1,-5%
OCCN1CCN(c2ncnc3c2ncn3[C@H]2CN(Cc3ccccc3)C[C@@H](CO)O2)CC1,2%
CCC(=O)N1CCCC(C)(C(=O)NS(=O)(=O)c2ccccc2Cl)C1 (stereo unspecified),2%
CCCCN(C)c1c(C)nc2ccc(C(=O)NCc3ccc4c(c3)OCO4)cn12,0%
CCN(CC)S(=O)(=O)c1ccc(C(=O)NCCSc2c(-c3ccccc3)[nH]c3ccccc23)cc1,-3%
CCCCOc1ccc(C(=O)N2CC(=O)Nc3ccc(Br)cc3C2c2ccc(F)cc2)cc1 (stereo unspecified),-8%
CN1C(C(=O)c2ccccc2)=C(NC(=O)c2ccccc2Br)c2ccccc2S1(=O)=O,0%
Cc1ccc(-n2nc(C(=O)N(C)c3ccc(C)c(C)c3)c3c4ccccc4n(C)c3c2=O)cc1,-4%
O=C(c1cc(C(F)(F)F)cc(C(F)(F)F)c1)N1CCC2(CCCN(c3ccccn3)C2)CC1,5%
Cc1ccc(C)c(CN2C(=O)C(O)(c3c(C)[nH]c4ccccc34)c3ccccc32)c1 (stereo unspecified),-7%
CCC(=O)N1CCCC1(C)C(=O)Nc1ccc(OC(F)F)cc1 (stereo unspecified),0%
O=C(Cn1c(=O)n(-c2ccc(F)cc2)c(=O)c2sc3ccccc3c21)NC1CCCC1,5%
COc1cccc(N2CCN(c3ncc4c(n3)CCN(Cc3ccc(Br)cc3)C4)CC2)c1,-1%
O=C(NCc1ccc(F)cc1)c1cc(C2CCCCN2S(=O)(=O)c2cccs2)on1 (stereo unspecified),0%
CCc1ccc(NC(=O)C2CCN(S(=O)(=O)c3ccc4[nH]c5c(c4c3)CCCCC5)CC2)cc1,1%[15.4 µM]
CCc1ccc(C2c3c(-c4cc(C)ccc4O)n[nH]c3C(=O)N2CCO)cc1 (stereo unspecified),3%
O=C(Nc1cccc(C(=O)OCc2cc(=O)n3c4c(sc3n2)CCCC4)c1)c1cccc(F)c1,-2%
CCC1Cc2[nH]c(=S)[nH]c(=O)c2C(c2ccc(Cl)cc2)O1 (stereo unspecified),5%
CCc1nc2ccc(C(=O)NCCCn3ccnc3)cn2c1N(CC)CCOC,-1%
Cc1cc(=O)c2cc(C(=O)Nc3cccc(C)c3C)ccc2[nH]1,7%
# (cont.)
SMILES,Tb PYK inh
COc1ccc(-c2oc3c(c2C#CC2(O)CCCCC2)C(OC)CCC3)cc1 (stereo unspecified),-3%
COc1ccc(NC(=O)CCSc2nc(-c3ccco3)cc(C(F)(F)F)n2)cc1OC,1%
COc1ccc(-c2nc3ccc(Br)cn3c2Cc2ccsc2)cc1OC,-4%
CC1CCN(C(=O)c2cc(-c3ccc(Br)cc3)on2)CC1,1%
CCOC(=O)c1ccc(NC(=O)c2nc[nH]c2C(=O)N(C)CCO)cc1,7%
COc1cc(OC)cc(-c2nc3nc(C)c(CCC(=O)NCCC(C)C)c(C)n3n2)c1,2%
CC1(C(=O)NS(=O)(=O)c2ccc(F)cc2F)CCN1C(=O)c1ccccc1CCc1ccccc1 (stereo unspecified),6%
COc1ccc(CN2CCC[C@]3(N[C@H](c4ccc(C)cc4)[C@@H]4C(=O)N(C)C(=O)[C@@H]43)C2=O)cc1,-7%
CCC1CCc2nc3sc(C(=O)Nc4ccc(F)cc4F)c(N)c3cc2C1 (stereo unspecified),-3%
CCCNC(=O)C(CC)n1nc(CC)n2c(cc3oc(C)cc32)c1=O (stereo unspecified),-2%
CCOc1ccc(-c2cc(C(=O)NCc3ccc(OCC)c(OC)c3)[nH]n2)cc1,-2%
COc1ccc(C(=O)N2CCC3(CC2)CCN(C(c2ccccc2)c2ccccc2)CC3)cc1,-7%
COc1ccc(Cl)cc1NC(=O)Cn1cnc2sc(C)c(S(=O)(=O)N3CCN(c4ccccc4OC)CC3)c2c1=O,-3%
Cc1nc2ccccc2n1CCc1nc2c3ccccc3nc(SCc3cccc(F)c3)n2n1,1%
CN(C)c1ccc(C2CC(c3c(O)n(C4CCCCC4)c(=O)[nH]c3=O)=Nc3ccccc3S2)cc1 (stereo unspecified),-5%
CC(CCc1ccccc1)NC(=O)Cn1ncc2c3ccccc3n(Cc3ccccc3)c2c1=O (stereo unspecified),-5%
CCc1nc(Oc2cccc(F)c2)c2oc3ccccc3c2n1,2%
CC(C)C[C@H]1CN([C@@H](Cc2ccc(O)cc2)CN2CCCC2CN2C(=S)NC[C@@H]2Cc2ccccc2)C(=S)N1CC1CCCCC1 (stereo partly specified),4%
COc1ccc(-c2csc(NC(=O)CS(=O)(=O)c3ccccc3)n2)c(OC)c1,-6%
COc1ccc(Cc2c(C3CCCCC3)nc3ccc(Br)cn23)c(C)c1,4%
Cc1ccc2c(=O)c(C(=O)c3ccc(F)cc3)cn(CC(=O)NCc3ccccc3Cl)c2n1,0%
Cc1cccc(-n2c3nc(=O)n(C)c(=O)c-3cc3c(C)nn(-c4ccccc4)c32)c1C,-2%
O=C(Cn1ccc2cc(S(=O)(=O)N3CCCCC3)ccc21)NCCc1ccc(Cl)cc1,-1%
CCOc1ccc(-c2cn3c(n2)sc2cc(C(=O)NCCCN4CCCCCC4)ccc23)cc1,4%
COc1ccc(OC)c(NC(=O)CSC2=Nc3ccccc3C3=NC(CC(=O)NCCc4ccccc4)C(=O)N23)c1 (stereo unspecified),0%
COc1c(Cl)cc(C(=O)N(Cc2ccc(C)o2)C2CCS(=O)(=O)C2)cc1Cl (stereo unspecified),-8%
COc1ccc(C)cc1Nc1nc2c(S(=O)(=O)c3cc(C)ccc3C)nnn2c2ccsc12,-7%

# Reformatted tab-delimited: entries from further up
Structure	Tb PYK inh
COc1ccc(Cl)cc1NC(=O)Cn1cnc2sc(C)c(S(=O)(=O)N3CCN(c4ccccc4OC)CC3)c2c1=O	-3%
Cc1nc2ccccc2n1CCc1nc2c3ccccc3nc(SCc3cccc(F)c3)n2n1	1%
CN(C)c1ccc(C2CC(c3c(O)n(C4CCCCC4)c(=O)[nH]c3=O)=Nc3ccccc3S2)cc1 (stereo unspecified)	-5%
CC(CCc1ccccc1)NC(=O)Cn1ncc2c3ccccc3n(Cc3ccccc3)c2c1=O (stereo unspecified)	-5%
CCc1nc(Oc2cccc(F)c2)c2oc3ccccc3c2n1	2%
CC(C)C[C@H]1CN([C@@H](Cc2ccc(O)cc2)CN2CCCC2CN2C(=S)NC[C@@H]2Cc2ccccc2)C(=S)N1CC1CCCCC1 (stereo partly specified)	4%
COc1ccc(-c2csc(NC(=O)CS(=O)(=O)c3ccccc3)n2)c(OC)c1	-6%
COc1ccc(Cc2c(C3CCCCC3)nc3ccc(Br)cn23)c(C)c1	4%
Cc1ccc2c(=O)c(C(=O)c3ccc(F)cc3)cn(CC(=O)NCc3ccccc3Cl)c2n1	0%
Cc1cccc(-n2c3nc(=O)n(C)c(=O)c-3cc3c(C)nn(-c4ccccc4)c32)c1C	-2%
O=C(Cn1ccc2cc(S(=O)(=O)N3CCCCC3)ccc21)NCCc1ccc(Cl)cc1	-1%
CCOc1ccc(-c2cn3c(n2)sc2cc(C(=O)NCCCN4CCCCCC4)ccc23)cc1	4%
COc1ccc(OC)c(NC(=O)CSC2=Nc3ccccc3C3=NC(CC(=O)NCCc4ccccc4)C(=O)N23)c1 (stereo unspecified)	0%
COc1c(Cl)cc(C(=O)N(Cc2ccc(C)o2)C2CCS(=O)(=O)C2)cc1Cl (stereo unspecified)	-8%
COc1ccc(C)cc1Nc1nc2c(S(=O)(=O)c3cc(C)ccc3C)nnn2c2ccsc12	-7%
